# miR-122 sensor: inhibitors of miR-122 in Huh7 cells; Huh7 miR-122 Renilla luciferase sensor, 48 h; neutral wells = 0, positive control = 100; activation (reporter increase), % at 12.5 µM; 340,000 tested, 0.3% active;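 active = mean replicate activation score at least 90 and every replicate individually at or above 90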;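 also: higher luciferase means less miR-122 activity so hits act as miR-122 inhibitors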
# * hit, by the source's call. An excerpt, so the mix of outcomes need not match the whole.
miR-122 sensor	mol
-3	CCOC(=O)c1sc(NCC2CCCO2)nc1C (configuration not stated)
5	CNc1oc(-c2cccc3ccccc23)nc1C#N
-8	Cc1c(NC(=O)CSc2nnc(-c3ccco3)n2-c2ccccc2)c(=O)n(-c2ccccc2)n1C
7	O=c1cc(CN2CCc3ccccc32)nc2sccn12
1	CC1=C(C(=O)OCc2ccccc2)C(c2cccnc2)n2ncnc2N1 (configuration not stated)
28	O=S(=O)(c1ccccc1)c1nc(-c2ccccc2)oc1NCc1cccnc1
-1	O=C(NCc1ccccc1)c1ccc2c(c1)OCCO2
-1	CC1CCN(CCNC(=O)C2CCCN(S(=O)(=O)c3cccc4nonc34)C2)CC1 (configuration not stated)
-4	CCOc1ccc2nc(SCC(=O)NC3CCS(=O)(=O)C3)[nH]c2c1 (configuration not stated)
1	COC(=O)/C=C1/SC(=Nc2ccc(C)cc2C)NC1=O
1	CCOc1ccccc1C(=O)Nc1nnc(COC)s1
7	CCC(Oc1ccccc1)C(=O)Nc1nnc(C(F)(F)F)s1 (configuration not stated)
7	OC(CN1C2=NCCCN2c2ccccc21)c1ccc2c(c1)OCO2 (configuration not stated)
5	COc1ccc(-c2nc3ccccc3c(C(=O)Nc3ccc(S(=O)(=O)Nc4cc(C)on4)cc3)c2C)cc1
0	COc1ccccc1-c1ccc(Nc2ccc(C(=O)N3CCOCC3)cc2)nn1
-2	Cc1cc(=O)n(CCCO)c(O)c1C#N
66	O=C(O)[C@H](CO)Nc1ncnc2sc3c(c12)CCC3
3	CCn1nnnc1SCC(=O)Nc1sc(C)c(C)c1C#N
-1	CC(C)c1ccccc1NC(=O)CCCC(=O)O
-2	CC1=NN(c2nc(-c3ccc(Cl)cc3)cs2)C(=O)C1
-1	O=C(c1cncc(Br)c1)N1CCCc2ccccc21
-4	CS(=O)(=O)N(CC(=O)O)c1ccc2c(c1)OCO2
4	Cc1nn(-c2ccccc2)c2c1C(c1cccs1)C(C#N)=C(N)O2 (configuration not stated)
-6	O=C(CSc1nnc(-c2ccccc2Cl)n1Cc1ccco1)Nc1ccc2c(c1)OCCO2
-2	COc1ccc(CCN/C=C2/CC(=O)NC2=O)cc1OC
-5	Cc1ccc(C(=O)CSC2=C(C#N)C(c3ccco3)C3=C(CC(C)(C)CC3=O)N2)cc1 (configuration not stated)
-3	CC1=[N+]([O-])C(N2CCOCC2)C(O)(c2ccccc2)C1 (configuration not stated)
5	Nc1ncn(C(=O)c2ccco2)n1
-4	CC1(C)C2CCC1(C)C(OC(=O)CCn1ccnc1)C2 (configuration not stated)
-6	O=S(=O)(N1CCOCC1)n1cnc2ccccc21
-3	COc1cccc(-n2cc3c(=O)n(C)c(=O)n(C)c3c2)c1
-6	CCOC(=O)C1=C(c2ccccc2)OC(N)=C(C#N)C1C(C)C (configuration not stated)
-2	COc1ccccc1N1CCN(C(=O)c2ccc3c(Cl)c4c(nc3c2)CCCC4)CC1
-2	COc1ccc(-n2c(SCC(=O)N3CCCC(C)C3)nnc2-c2cccnc2)cc1 (configuration not stated)
-10	COc1ccc(NC(=O)C2Cc3c(-c4ccccc4)ccnc3O2)cc1OC (configuration not stated)
9	Oc1c(/C=N/c2ncn[nH]2)ccc2ccccc12
2	CN(Cc1ccccc1)C(=O)CSc1nc2ccccc2c(=O)n1Cc1ccco1
6	O=c1c2nnn(Cc3ccccc3)c2ncn1-c1ccccc1
5	CC(=Nc1ccc(C)c(C)c1)C1=C(O)CSC1=O
-9	Nc1ncnc2oc(-c3ccco3)c(-c3ccco3)c12
10	Cc1ccc(-c2cc(C(=O)Nc3ccc(S(=O)(=O)Nc4cc(C)on4)cc3)c3ccccc3n2)c(C)c1
4	Cc1oc(CC(C)C)cc1C(=O)Nc1ccc(C(=O)O)cc1
-3	CCc1ccc(OCCNC(=O)c2ccc(S(=O)(=O)N(C)C)cc2)cc1
-5	CCOC(=O)C1CCN(C(=O)C2CCN(S(=O)(=O)c3cc(Cl)ccc3Cl)CC2)CC1
0	COc1ccc(Oc2ncnc3c2ncn3Cc2ccccc2)cc1
-3	CC1CCN(C(=O)CSCc2ccc(Cl)cc2)CC1
-2	CC(C)Cn1cnc2c1c(=O)n(CC(=O)Nc1ccc3c(c1)OCO3)c(=O)n2Cc1ccccc1
6	CCN(CC)CC(=O)NN=C(c1ccccc1)c1ccccc1
4	CCCC(C(=O)NC1CCCCC1)N(CC1CCCO1)C(=O)CNS(=O)(=O)c1ccc(F)cc1 (configuration not stated)
-1	O=C(CCNS(=O)(=O)c1ccc(Cl)cc1)N1CCC2(O)CCCCC2C1 (configuration not stated)
2	O=C(NC1CCCCC1)N1CCCC(c2nc(-c3ccc(S(=O)(=O)N4CCCC4)cc3)no2)C1 (configuration not stated)
-3	CC1CN(C(=O)Cn2cnc3c2c(=O)n(C)c(=O)n3C)CC(C)O1 (configuration not stated)
2	COC(=O)C(C#N)c1nc2ccccc2nc1N1CCCC1 (configuration not stated)
-4	N#C/C=C(/N)c1ccc(Br)cc1
-6	Nc1nc(-c2ccc(Cl)cc2)cc(C(F)(F)F)n1
-11	COc1ccc(CNC(=O)C(CCSC)NC(=O)c2ccco2)cc1 (configuration not stated)
-3	COc1cccc(CN(C)C(=O)c2ccc3nccnc3c2)c1
4	O=C(N/N=C/c1ccc(-c2cccc(C(F)(F)F)c2)o1)c1ccccc1Br
-9	CCOC(=O)C1=C(C)NC(=O)NC1c1ccc(OCCO)c(OC)c1 (configuration not stated)
1	COC(=O)C1=C(C)NC2=C(C(=O)c3ccccc32)C1c1ccc(-c2ccc(C(=O)O)cc2)o1 (configuration not stated)

# The list goes on; the last 3 above are carried over.
miR-122 sensor	mol
4	O=C(N/N=C/c1ccc(-c2cccc(C(F)(F)F)c2)o1)c1ccccc1Br
-9	CCOC(=O)C1=C(C)NC(=O)NC1c1ccc(OCCO)c(OC)c1 (configuration not stated)
1	COC(=O)C1=C(C)NC2=C(C(=O)c3ccccc32)C1c1ccc(-c2ccc(C(=O)O)cc2)o1 (configuration not stated)
-1	Cc1ccccc1C(=O)Nc1cccc(-c2nnc(SCC(=O)O)n2C)c1
-2	Cn1c(=O)c2c3c(sc2n2cnnc12)CCC3
4	Cc1ccccc1/[N+]([O-])=C/c1ccncc1
-6	C/C(=N\N=C(/N)SC1CC(=O)N(c2ccccc2)C1=O)c1cccs1 (configuration not stated)
15	Cn1c(=N)n(CC(O)c2ccccc2)c2ccccc21 (configuration not stated)
2	O=C(Cc1cccs1)N(Cc1ccco1)C1(C(=O)NC2CCCC2)CCCCC1
-5	CCN(CC(=O)Nc1ccc2c(c1)OCCO2)C(=O)C1CCCCC1
-1	O=C(CCCNS(=O)(=O)c1ccc(Br)cc1)N1CC[C@@]2(O)CCCC[C@H]2C1
-2	C=CCc1c(C)c(C#N)c2nc3ccccc3n2c1NCCN(C)C
3	COc1ccc(OC)c(NC(=O)c2ccc(NS(C)(=O)=O)cc2)c1
-5	Cc1ccc(CNC(=O)CSc2nc(=O)n3ccccc3n2)cc1
-2	O=C(NC(=S)N(CCCCO)C1CCCCC1)c1sc2ccccc2c1Cl
2	Cc1ccc(NC(=O)CN(c2ccccc2)S(=O)(=O)N(C)C)cc1C
5	CC(=O)N1CCc2cc3nc(C)cc(C)c3cc21
1	Nc1ncnc2nc(SCc3ccccc3)[nH]c12
-2	COC(=O)c1cc(OC)c(OC)cc1NC(=O)CCCCCN1C(=O)CCC1=O
0	COc1cc(C(=O)Sc2ccc(Cl)cc2)cc(OC)c1OC
2	CCOC(=O)C(NCc1ccccn1)(NC(=O)c1cccnc1)C(F)(F)F (configuration not stated)
-5	COc1ccc(-c2nc3c(c(=O)[nH]c(=O)n3Cc3ccccc3)n2C)cc1
-2	COc1ccc2nc(COC(=O)c3ccco3)c(C(C)=O)[n+]([O-])c2c1
4	COC(=O)CNc1nc(-c2ccccc2F)nc2ccccc12
3	CCc1ccc(NC(=O)CS(=O)CC(=O)NC(C)CCc2ccco2)cc1 (configuration not stated)
-2	O=C(CSc1nnc(CCc2nc3ccccc3[nH]2)n1-c1ccccc1)NCc1ccccc1
-4	CCN(CC(=O)NC(c1ccccc1)c1ccccc1)Cc1nc2ccccc2c(=O)[nH]1
0	c1coc(-c2nc3nc4ccccc4n3nc2-c2ccco2)c1
-8	COc1ccc(-c2nnc(SCc3ccccc3F)o2)cc1
6	COc1nc(NCCc2ccc(OC)c(OC)c2)nc(OC)n1
1	O=c1c2ccccc2c2ccccc2c(=O)n1Cc1ccco1
80	CCN1C(=O)c2cccc3c(S(=O)(=O)Nc4nc(C)cs4)ccc1c23
-8	COc1cc(OC)cc(C(=O)Nc2ccc(-c3nc4ccccc4o3)c(O)c2)c1

# Looked up above:
# COc1ccc2nc(COC(=O)c3ccco3)c(C(C)=O)[n+]([O-])c2c1 @ miR-122 sensor = -2
# C/C(=N\N=C(/N)SC1CC(=O)N(c2ccccc2)C1=O)c1cccs1 (configuration not stated) @ miR-122 sensor = -6
# CCN(CC(=O)Nc1ccc2c(c1)OCCO2)C(=O)C1CCCCC1 @ miR-122 sensor = -5
# Cn1c(=O)c2c3c(sc2n2cnnc12)CCC3 @ miR-122 sensor = -2
# COc1ccc(-c2nc3c(c(=O)[nH]c(=O)n3Cc3ccccc3)n2C)cc1 @ miR-122 sensor = -5
# O=C(CSc1nnc(CCc2nc3ccccc3[nH]2)n1-c1ccccc1)NCc1ccccc1 @ miR-122 sensor = -2
# Cn1c(=N)n(CC(O)c2ccccc2)c2ccccc21 (configuration not stated) @ miR-122 sensor = 15

# (continued)
miR-122 sensor	mol
-4	CCC1(CC)Nc2ccccc2C(=O)N1c1ccc(NC(C)=O)cc1
-3	C/C(CCC12CC3CC(CC(C3)C1)C2)=N\NC(N)=S
0	N#Cc1cn(CC(=O)N2CCCc3ccccc32)c2ccccc12
-1	COc1ccc(Cl)cc1S(=O)(=O)N1CCN(CC(=O)C(C)(C)C)CC1
-20	N#Cc1c(N2CCCC2)nc(N)c2c(N)nc(N3CCCC3)cc12
0	Clc1ccc(CON/C=N/c2ncnc3sccc23)c(Cl)c1
0	CCOC(=O)N1CCN(S(=O)(=O)c2ccc(OCC(=O)OC)c(C)c2)CC1
40	Cc1ccc(C(C(=O)NCc2ccco2)N(C(=O)Cn2nnc3ccccc32)c2ccccc2)o1 (configuration not stated)
0	N#CC1=C(N)SC(N)=C(C#N)C1c1ccnc2ccccc12
2	COc1ccc(C(=O)N2CCN(C(=O)c3cc(OC)c(OC)c(OC)c3)CC2)cc1
8	Cc1cc2nc(SCCN3CCCC3)[nH]c2cc1C
-1	COc1ccc(OC)c(NS(=O)(=O)c2ccc3c(c2)CCC(=O)N3)c1
-5	Nc1ncnc2nc(SCc3ccc(Cl)cc3Cl)[nH]c12
-9	CCCC(=O)NCCCCNC(=O)CCC
539*	COc1ccc(NS(=O)(=O)c2cc(C)ccc2C)cc1
17	COc1ccc(OC)c(S(=O)(=O)N2CCCCCC2)c1
-2	CN(CCc1ccccn1)C1CC(=O)N(c2ccc(Cl)cc2)C1=O (configuration not stated)
-21	O=c1c2ccccc2nc(N/N=C/c2c(O)ccc3ccccc23)n1O
1	Cc1cc(C(C)(C)C)oc1C(=O)N(CC(=O)NC1CCCC1)c1cccc(C(F)(F)F)c1
-4	COc1ccc(N=Nc2nc3ccc(Br)cc3n2C)cc1
24	COC(=O)CNC(c1ccccc1)c1cc(Br)ccc1NC(=O)CNC(=O)OCc1ccccc1 (configuration not stated)
5	CCCCn1ccnc1C(=O)c1cccc(S(=O)(=O)N2c3ccccc3CC2C)c1 (configuration not stated)
19	Cc1ccc(N2C(=O)[C@@H]3[C@H](C2=O)C2c4ccccc4C=CN2[C@@H]3C(=O)c2ccco2)cc1 (some centres not stated)
4	CCc1nc2ccccc2n(CC)c1=O
5	Cc1c(NC(=O)CCC(=O)N2CCOCC2)c(=O)n(-c2ccccc2)n1C
3	Cc1cccc(NC2=C(Cl)C(=O)OC2NC(=O)c2ccccc2)c1 (configuration not stated)
-2	COc1ccc(NC(=O)/C(=C\c2cc(OC)c(OC)cc2[N+](=O)[O-])NC(=O)c2ccccc2)cc1
2	CCOc1ccccc1C(=O)NC(C(=O)OCC(=O)Nc1nnc(-c2ccccc2)o1)C(C)C (configuration not stated)
-7	Cc1ccc(Sc2cc(N3CCOCC3)nc(-c3ccccc3)n2)cc1
6	CCOc1ccccc1Cn1c(=O)oc2ccc(C)cc21

# Exported with bars between the fields: 3 of the compounds above
Molecule | miR-122 sensor
Clc1ccc(CON/C=N/c2ncnc3sccc23)c(Cl)c1 | 0
COc1ccc(CNC(=O)C(CCSC)NC(=O)c2ccco2)cc1 (configuration not stated) | -11
CCOc1ccccc1C(=O)Nc1nnc(COC)s1 | 1

# Structures listed so far that bear a hit mark in miR-122 sensor.
miR-122 sensor	mol
539*	COc1ccc(NS(=O)(=O)c2cc(C)ccc2C)cc1

# Remaining list, next part:
miR-122 sensor	mol
-8	CC1(C)CC(c2nc(-c3ccc(Cl)cc3)cs2)CCS1 (configuration not stated)
-2	CCC(C)(C(=O)NC1CCCC1)N(Cc1cccs1)C(C)=O (configuration not stated)
-7	COc1cc(OC)c(C(=O)COc2ncnc3ccccc23)c(OC)c1
0	COc1ccccc1OCc1ccc(C(=O)N2CCN3CCCC3C2)cc1 (configuration not stated)
-4	CCOc1ncccc1C(=O)OCC(=O)Nc1ncc(C(F)(F)F)cc1Cl
-7	COC(=O)/C=C/S(=O)(=O)c1ccc(NC(C)=O)cc1
-1	CC(=O)CCN1CCOCC1
0	COc1ccc(C2=CSC3=NCCN23)cc1F
0	CC1CCN(Cc2csc(N)n2)CC1
-2	CC(C)c1nc2sc3c(NCc4ccco4)ncnc3c2c2c1COC(C)(C)C2
-8	CS(=O)(=O)N(CC(=O)Nc1ccccc1C(=O)N1CCOCC1)c1ccccc1
10	CCN(CC)Cc1c(O)ccc2occ(C(=O)c3ccc(OC)cc3)c12

# Source: PubChem
